Compound activity: PubChem BioAssay, NMMLSC
Bim-Bcl-2: disrupts Bim peptide binding to human Bcl-2. inhibition, % at 10 µM. P10415. 0.06% of 190,000 active. Bead-based flow cytometry, Bim peptide-Bcl-2 binding; in the data active = inhibition above about 40%; inconclusive = no clear call, values can overlap the other calls;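 also: 0% = no compound wells with probe peptide and 100% = reference peptide inhibitor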
Target sequence (P10415 whole entry, looked up): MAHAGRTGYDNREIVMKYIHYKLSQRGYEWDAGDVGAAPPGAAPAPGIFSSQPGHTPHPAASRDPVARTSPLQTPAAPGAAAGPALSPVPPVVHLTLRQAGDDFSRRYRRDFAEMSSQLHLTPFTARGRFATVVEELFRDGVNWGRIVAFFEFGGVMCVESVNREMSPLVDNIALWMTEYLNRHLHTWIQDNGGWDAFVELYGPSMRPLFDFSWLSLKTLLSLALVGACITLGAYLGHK
GSH fluor: GSH bead compound fluorescence profile. GSH beads flow cytometry, compound fluorescence 488/530 nm; active compounds read high. fluorescence (KMESF) at 10 µM. 0.25% of 190,000 active; in the data active = fluorescence above about 89;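 also: glutathione beads carrying GST-tagged Bcl family fusion proteins plus one bare bead set; values are compound well signal with DMSO vehicle wells as background; inactives centre near 16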
Bim-Bcl-XL: human Bim-Bcl-XL interaction inhibition | Q07817 | Bim peptide-Bcl-XL binding, bead flow cytometry, fluorescence | inhibition, % at 10 µM | 0.04% of 190,000 active | AID 1007
Target sequence (Q07817 whole entry, looked up): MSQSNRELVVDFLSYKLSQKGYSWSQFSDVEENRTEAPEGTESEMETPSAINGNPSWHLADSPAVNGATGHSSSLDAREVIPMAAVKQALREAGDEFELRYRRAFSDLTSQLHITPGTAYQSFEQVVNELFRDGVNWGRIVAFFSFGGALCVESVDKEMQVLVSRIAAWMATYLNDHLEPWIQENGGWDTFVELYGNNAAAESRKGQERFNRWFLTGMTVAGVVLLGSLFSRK
ABCB1 block: blocks JC-1 efflux by human ABCB1 transporter; P08183; CCRF-Adr cells, flow cytometry; inhibition, % at 6.6 µM; 0.067% of 190,000 active; AID 1326; in the data active = inhibition above about 40%;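 also: 0% = vehicle and 100% = reference inhibitor; higher value means more JC-1 retained so stronger ABCB1 efflux block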
Bim-Bcl-B: human Bim-Bcl-B interaction inhibition; Q9HD36; bead-based flow cytometry, Bim peptide-Bcl-B binding; inhibition, % at 10 µM; 0.073% of 190,000 active;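 also: 0% = tracer peptide without compound and 100% = reference inhibitor peptide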
Target sequence (Q9HD36 whole entry, looked up): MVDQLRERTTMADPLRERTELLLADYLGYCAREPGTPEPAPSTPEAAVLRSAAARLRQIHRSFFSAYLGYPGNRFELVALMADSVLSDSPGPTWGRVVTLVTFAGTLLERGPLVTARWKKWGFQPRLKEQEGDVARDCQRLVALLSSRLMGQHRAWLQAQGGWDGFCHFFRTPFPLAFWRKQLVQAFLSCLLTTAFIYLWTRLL
Bim-Bfl-1: disrupts Bim binding to human Bfl-1 | Bead-based flow cytometry, Bim-Bfl-1 binding inhibition | inhibition, % at 10 µM | 0.12% of 190,000 active | AID 1008;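 also: 0% = wells without compound plus tracer and 100% = blocker peptide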
Bim-Bcl-W: disrupts Bim peptide binding to human Bcl-W | Q92843 | bead-based flow cytometry | inhibition, % at 10 µM | 0.02% of 190,000 active | AID 952;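 also: 0% = bound tracer without compound and 100% = peptide blocker; higher means less fluorescent Bim peptide bound to Bcl-W beads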
RGS7-Gao reg: modulates binding of RGS7 to human Galphao. P09471. 0.35% of 220,000 active. Multiplexed bead flow cytometry; actives lie on both sides. binding response (% of control), % at 10 µM; in the data active = binding response below about 49% or above about 150%; inconclusive = no clear call, values can overlap the other calls; inactive = in between;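 also: fluorescent Galphao held in activated GDP-AlF4 state binding bead-coupled RGS7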
Target sequence (P09471 whole entry, looked up): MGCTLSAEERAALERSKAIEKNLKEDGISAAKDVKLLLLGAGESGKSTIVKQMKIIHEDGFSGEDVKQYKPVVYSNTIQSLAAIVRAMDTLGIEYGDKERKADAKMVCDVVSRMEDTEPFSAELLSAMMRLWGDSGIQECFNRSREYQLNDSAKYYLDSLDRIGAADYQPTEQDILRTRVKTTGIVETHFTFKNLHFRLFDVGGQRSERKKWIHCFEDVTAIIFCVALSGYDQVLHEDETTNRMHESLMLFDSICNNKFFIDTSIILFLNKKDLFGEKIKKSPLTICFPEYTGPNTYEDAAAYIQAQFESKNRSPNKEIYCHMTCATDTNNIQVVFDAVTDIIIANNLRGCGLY
ABCG2 block: human ABCG2 inhibition, ABCB1 as counter-screen; inhibition, % at 6.6 µM; AID 1325; IgMXP3 cells, JC-1 efflux, flow cytometry; 0.1% of 190,000 active; Q9UNQ0;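 active = inhibition above 80%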;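 also: 0% = DMSO and 100% = nicardipine control wells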
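test system = two drug-resistant human cell lines, ABCG2 and ABCB1 | amount = 3 million cells/mL final, two lines in 1:1 ratio | reagent = JC-1 transporter substrate | doses = one concentration, 6.6 µM final | incubation = 10 min at 25 °C | signal = flow cytometric JC-1 green MFI at 530 nm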
Avidin fluor: avidin bead compound fluorescence profile; Avidin beads, compound fluorescence 488/530 nm, flow cytometry; active compounds read high; fluorescence (KMESF) at 10 µM; 0.38% of 220,000 active; in the data active = fluorescence above about 47; also: inactives centre near 10
RGS4-Gao reg: human RGS4-Galphao interaction regulation; Multiplexed bead flow cytometry, RGS4-Galphao binding; actives lie on both sides; binding response (% of control), % at 10 µM; AID 1415; P09471; 0.33% of 220,000 active; in the data active = binding response below about 49% or above about 150%; inactive = in between;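 also: fluorescent Galphao activated with aluminum fluoride binding bead-coupled RGS4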
* = called active by the depositor; u = inconclusive; x = no result given. Rule as the data show it, unless noted: active = inhibition above about 40%. The order is random; any-hit rate near 1.3%.

SMILES | Bim-Bcl-2 | GSH fluor | Bim-Bcl-XL | ABCB1 block | Bim-Bcl-B | Bim-Bfl-1 | Bim-Bcl-W | RGS7-Gao reg | ABCG2 block | Avidin fluor | RGS4-Gao reg
COc1ccc(OC)c(C(=O)CSc2nnc(-c3cccnc3)n2C)c1 | -2 | 16 | 0 | 0.8 | -4 | 0 | 0 | 98 | 9 | 32 | 100
CC1CC(c2ccccc2)n2nc(NC(=O)c3ccco3)nc2N1 (stereo not given) | -3 | 9 | 1 | 0.2 | 0 | -1 | -1 | 101 | 1 | 13 | 105
CCOc1ccc(-c2cc(CCCC(=O)Nc3cccc(OC)c3)no2)cc1 | -8 | 19 | -5 | -2.3 | -9 | -12 | 0 | 103 | 0 | 8 | 102
COc1ccc(CC(=O)Nc2ccccc2NC(=O)c2ccco2)cc1OC | -3 | 18 | -2 | 2.3 | -5 | -5 | -3 | u | 31 | 9 | 101
CCn1c(-c2ccc(N)cc2)nc2ccccc21 | -5 | 14 | -2 | 0.2 | 0 | -4 | 1 | 93 | 1 | 6 | 95
Cc1ccc(S(=O)(=O)NN2C(=O)c3ccccc3NC2c2ccccc2O)cc1 (stereo not given) | 0 | 9 | 0 | 0.5 | -3 | -4 | 2 | 97 | 1 | 21 | 96
CC(Sc1nc(N)cc(=O)[nH]1)C(=O)Nc1cccc(Cl)c1 (stereo not given) | 0 | 6 | -5 | 0.1 | -5 | 1 | -1 | 99 | -2 | 11 | 100
Cc1ccc(-n2ncc3c(=O)n(CC(=O)N4CCCc5ccccc54)cnc32)cc1C | -4 | 66 | 0 | 0.8 | -1 | 0 | -2 | 114 | 17 | 8 | 114
c1ccc(-n2ncc3c(N4CCCCC4)ncnc32)cc1 | -3 | 23 | -1 | 0.5 | -4 | -6 | 3 | 95 | 3 | 7 | 90
O=C(Nc1ccc2c(c1)OCO2)c1cc2ncc(Br)cn2n1 | 5 | 18 | 8 | 0.1 | 6 | 6 | 4 | 96 | 1 | 13 | 94
O=C(CN1CC(c2ccccc2)CC1=O)N/N=C/c1cc(Br)ccc1O (stereo not given) | 2 | 8 | 0 | -0.2 | 1 | -6 | 0 | 75 | 2 | 5 | 78
CSc1ccccc1N1CCN(C(=O)Nc2ccc3c(c2)NC(=O)CO3)CC1 | 1 | 15 | -1 | 0.1 | -5 | -2 | 0 | 99 | 1 | 37 | 101
CC(C)Sc1nc2ncnc(N)c2[nH]1 | -3 | 15 | -2 | 0.3 | -3 | 3 | -3 | 96 | 1 | 6 | 93
O=C(NCCCn1ccnc1)C(=O)NCC1OCCN1S(=O)(=O)c1ccccc1 (stereo not given) | 1 | 11 | -1 | 0.2 | 0 | -1 | 0 | 101 | -1 | 9 | 104
O=C(NCCc1c[nH]c2ccccc12)C(=O)NCC1OCCN1S(=O)(=O)c1ccc(F)cc1 (stereo not given) | 2 | 18 | 1 | 0.4 | 0 | 4 | 2 | x | 14 | x | x
Cc1cccc(NC(=S)NNC(=O)COc2ccc(Cl)cc2Cl)c1 | 0 | 15 | -9 | -3.5 | -5 | 1 | -5 | 99 | -9 | 21 | 100
O=C(CN(Cc1cccs1)C(=O)CCC(=O)Nc1nccs1)NCc1ccccc1 | 0 | 17 | 0 | 1.1 | 2 | 1 | -1 | 102 | 8 | 7 | 98
Cn1c(=O)c2c(SCC(=O)NCc3ccco3)nc(CC(C)(C)C)nc2n(C)c1=O | -6 | 24 | -3 | 1.2 | -5 | -8 | 2 | 102 | 7 | 7 | 99
Cc1cccc(S(=O)(=O)Nc2ccc(C)c3c2OC(C)(C)C3)c1 | -9 | 25 | -8 | 3.1 | -7 | -18 | 0 | 102 | 46 | 22 | 102
Cc1sc2nc(CN3CCCC3)nc(N3CCC(C(N)=O)CC3)c2c1C | -2 | 24 | -5 | 0.7 | 0 | -3 | -2 | 98 | 1 | 12 | 100
CCC(=O)/C=C1\Sc2ccccc2N1CC | 3 | 23 | -6 | 0.2 | -31 | 8 | -1 | 101 | 3 | 5 | 99
O=C(COc1ccc(Cl)cc1)Nc1ccc(N2CCN(C(=O)c3ccco3)CC2)cc1 | -2 | 55 | -4 | 1.3 | -4 | -7 | 0 | 81 | 4 | 21 | 79
CC1=CC(=O)C=C(C)C1=NOS(=O)(=O)c1ccccc1 | 0 | 11 | 0 | -0.4 | -3 | 2 | -2 | 96 | -1 | 34 | 96
CCCCNc1oc(-c2cccs2)nc1S(=O)(=O)c1ccccc1 | -4 | 15 | 0 | 0.6 | -4 | -9 | 0 | 97 | 2 | 8 | 96
O=C(COc1ccccc1O)c1cccs1 | -14 | 8 | -4 | 0.4 | -7 | -15 | 2 | 103 | 3 | 9 | 103

The closing five entries of the section above are carried over, then new ones follow.
SMILES | Bim-Bcl-2 | GSH fluor | Bim-Bcl-XL | ABCB1 block | Bim-Bcl-B | Bim-Bfl-1 | Bim-Bcl-W | RGS7-Gao reg | ABCG2 block | Avidin fluor | RGS4-Gao reg
CCC(=O)/C=C1\Sc2ccccc2N1CC | 3 | 23 | -6 | 0.2 | -31 | 8 | -1 | 101 | 3 | 5 | 99
O=C(COc1ccc(Cl)cc1)Nc1ccc(N2CCN(C(=O)c3ccco3)CC2)cc1 | -2 | 55 | -4 | 1.3 | -4 | -7 | 0 | 81 | 4 | 21 | 79
CC1=CC(=O)C=C(C)C1=NOS(=O)(=O)c1ccccc1 | 0 | 11 | 0 | -0.4 | -3 | 2 | -2 | 96 | -1 | 34 | 96
CCCCNc1oc(-c2cccs2)nc1S(=O)(=O)c1ccccc1 | -4 | 15 | 0 | 0.6 | -4 | -9 | 0 | 97 | 2 | 8 | 96
O=C(COc1ccccc1O)c1cccs1 | -14 | 8 | -4 | 0.4 | -7 | -15 | 2 | 103 | 3 | 9 | 103
CCOC(=O)C1CCN(C(=O)c2ccccc2N(C)S(=O)(=O)c2ccccc2)CC1 | -4 | 9 | -7 | 0.7 | -5 | -4 | -4 | 102 | 2 | 17 | 102
COc1cc2c(C(=O)NCCCN3CC(C)CC(C)C3)cn(CC(C)C)c(=O)c2cc1OC (stereo not given) | -4 | 11 | -1 | 1.4 | -1 | -3 | 0 | 95 | 2 | 23 | 100
O=C(/C=C/c1ccc(Cl)cc1Cl)NC(=S)Nc1ccccn1 | 0 | 22 | -3 | 0.1 | -6 | -1 | 0 | 102 | 3 | 14 | 102
O=C1CCC(=O)N1c1ccc(NCCc2ccccc2F)c([N+](=O)[O-])c1 | -3 | 15 | -4 | 1.3 | -4 | -4 | -3 | 94 | 16 | 11 | 97
CC(C)N(C(=O)Nc1ccc2nsnc2c1)C(C)C | -2 | 18 | -3 | 0.1 | -11 | -13 | -3 | 85 | 1 | 4 | 98
O=c1oc2cc(O)ccc2cc1-c1ccc(F)cc1 | 0 | 25 | -2 | 0.4 | -5 | -1 | 0 | 96 | 7 | 16 | 98
O=C(CSc1nnnn1-c1ccccc1)N1CCc2ccccc2C1 | -7 | 63 | -7 | 1.2 | -8 | -13 | -2 | 101 | 8 | 11 | 101
COc1ccccc1-c1cn(S(=O)(=O)c2ccc(F)cc2)nc1N | -3 | 11 | -4 | 0.7 | 0 | -2 | -1 | 103 | 3 | 8 | 104
COc1ccc(C(C(=O)NC2CCCCC2)N(C(=O)Cc2c[nH]c3ccccc23)c2ccccc2C)cc1OC (stereo not given) | 11 | 7 | 9 | x | 10 | 17 | 9 | 94 | 4 | 9 | 101
Cc1noc(C)c1COC(=O)c1ccc(-c2nc3ccccc3s2)s1 | 3 | 20 | 0 | 0.7 | -1 | 4 | 2 | 98 | 3 | 10 | 95
O=C(N/N=C/C=C/c1ccccc1)c1ccccc1Br | -1 | 11 | 0 | 0.1 | 0 | 0 | 0 | 102 | 1 | 34 | 100
Cc1ccc(/C(N)=N/OC(=O)Oc2ccccc2)cc1 | -5 | 36 | 0 | 0.1 | -6 | -6 | 4 | 103 | 1 | 8 | 102
COC(=O)c1cn(-c2ccccc2)nc1-c1ccccc1 | 0 | 3 | 0 | 0.1 | 0 | 1 | 0 | 91 | 2 | 14 | 96
CC(C)(C)NC(=O)CCCSc1nc2ccccc2s1 | 1 | 14 | 0 | 0.4 | -2 | -1 | 0 | 97 | 19 | 16 | 95
CCOC(=O)C1=C(C)NC(=O)NC1c1ccc(OCC(N)=O)cc1 (stereo not given) | 0 | 14 | 0 | 0.6 | 0 | 1 | 0 | 102 | 1 | 4 | 96
C=CCn1c(CSc2nc3ccccc3s2)nnc1SCC(=O)NCCN1CCOCC1 | -12 | 23 | -8 | 0.8 | -9 | -24 | -4 | 100 | 8 | 25 | 102
Cc1cc(NC(=O)c2cc3n(n2)C(C(F)(F)F)CC(c2ccco2)N3)n(-c2ccccc2)n1 (stereo not given) | -6 | 25 | -4 | 0.5 | -10 | -16 | 0 | 89 | 1 | 15 | 102
Cc1nc2sc3c(c2c(=O)[nH]1)CCC3 | -7 | 50 | -1 | 0.5 | -3 | -10 | 3 | 104 | 2 | 11 | 104
CC(C)(C)C1CCc2[nH]nc(C(=O)O)c2C1 (stereo not given) | -10 | 27 | 2 | 1.9 | -8 | -14 | 0 | 101 | 16 | 10 | 102
COC(=O)c1ccc(OC(=O)C23CCC(C)(C(=O)O2)C3(C)C)cc1 (stereo not given) | 0 | 21 | 0 | 0.4 | -1 | -5 | -2 | 101 | 3 | 10 | 99
Cc1ccccc1C(=O)NNC(=O)C(=O)Nc1cccc(Cl)c1C | -6 | 10 | -2 | -0.1 | -9 | -7 | 0 | 100 | 1 | 8 | 99
COc1ccc(N2CCN(C(c3cc(OC)ccc3OC)c3nnnn3Cc3ccco3)CC2)cc1 (stereo not given) | -6 | 26 | -4 | 1.4 | -9 | -8 | -3 | 81 | 2 | 6 | 81
O=C(CSc1ccc2nnc(-c3ccc(F)cc3)n2n1)NCC1CCCO1 (stereo not given) | -1 | 34 | -2 | 0.0 | -5 | 0 | 1 | 111 | 14 | 11 | 98
COc1ccc(C(=O)CSc2nnc(CC(=O)Nc3ccccc3OC)n2C)cc1 | -5 | 20 | 1 | 1.2 | -2 | -5 | 2 | 100 | 3 | 5 | 101
O=C(NNC(=S)NC1CCCCC1)c1cccc(S(=O)(=O)Nc2ccccc2Cl)c1 | 3 | 4 | -6 | -0.3 | -20 | 2 | 1 | 124 | -2 | 4 | 111
Cc1ccc(C(C(=O)NC2CCCCC2)N(Cc2ccco2)C(=O)C2COc3ccccc3O2)o1 (stereo not given) | -5 | 31 | -2 | 0.4 | -5 | -7 | 0 | 101 | -2 | 8 | 105
O=C(Oc1ccc2c3c(c(=O)oc2c1)CCCC3)c1cccs1 | -5 | 13 | -6 | 0.8 | -5 | -10 | -3 | 106 | 7 | 12 | 102
COc1cccc(/C=C/C(=O)OCC(=O)Nc2ccc(S(=O)(=O)N3CCCC3)cc2)c1 | -2 | 6 | -1 | 0.7 | -1 | 0 | 0 | 99 | -3 | 9 | 98
Cc1ccc(S(=O)(=O)Nc2ccc(-c3csc(-c4ccccc4)n3)cc2)cc1 | -4 | 13 | -4 | -0.5 | -11 | -14 | -4 | 105 | -3 | 11 | 104

Retrieved by compound from above, 2 records:
SMILES | Bim-Bcl-2 | GSH fluor | Bim-Bcl-XL | ABCB1 block | Bim-Bcl-B | Bim-Bfl-1 | Bim-Bcl-W | RGS7-Gao reg | ABCG2 block | Avidin fluor | RGS4-Gao reg
Cc1noc(C)c1COC(=O)c1ccc(-c2nc3ccccc3s2)s1 | 3 | 20 | 0 | 0.7 | -1 | 4 | 2 | 98 | 3 | 10 | 95
COc1ccccc1-c1cn(S(=O)(=O)c2ccc(F)cc2)nc1N | -3 | 11 | -4 | 0.7 | 0 | -2 | -1 | 103 | 3 | 8 | 104
